Pf growth 48h – inhibits P. falciparum growth in the first generation, 48 h | Potency, µM (titrated, usually from 28.7 µM), without a hit: at the highest dose activity change, negative = inhibition, actives largely listed as inhibitors | AID 504832 | 5.9% of 310,000 active | P. falciparum luciferase growth in erythrocytes, 48 h; note: potency is the fitted concentration of half-maximal effect; % is set by controls: 0 for no effect and ±100 for the full control effect
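Parasite viability was followed by luminescence of a genomically integrated firefly luciferase. Cultures held 0.1% parasitemia at 2% hematocrit (final), incubated under 5% CO2 at 37 C.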
Shiga inhibitor – blocks Shiga toxin action in Vero cells | 9.2% of 290,000 active | Vero cells, Shiga toxin protein synthesis inhibition reporter | inhibition, % at 38.7 µM; in the data active = inhibition mostly above about 28%, no sharp cut-off; inactive = mostly below about 43%; note: 0% is about no effect
LmPK inhibitor – inhibitors of Leishmania mexicana pyruvate kinase. Q27686. purified LmPK, Kinase-Glo ATP luminescence, 1 h. Potency, µM (highest dose often 57.5 µM), for inactives: at the top dose activity change, negative = inhibition, most hits filed as inhibitors. 0.37% of 290,000 active. AID 1721; note: potency is the fitted concentration of half-maximal effect; % is set by controls: 0 for no effect and ±100 for the full control effect
Target sequence (Q27686 whole entry, looked up): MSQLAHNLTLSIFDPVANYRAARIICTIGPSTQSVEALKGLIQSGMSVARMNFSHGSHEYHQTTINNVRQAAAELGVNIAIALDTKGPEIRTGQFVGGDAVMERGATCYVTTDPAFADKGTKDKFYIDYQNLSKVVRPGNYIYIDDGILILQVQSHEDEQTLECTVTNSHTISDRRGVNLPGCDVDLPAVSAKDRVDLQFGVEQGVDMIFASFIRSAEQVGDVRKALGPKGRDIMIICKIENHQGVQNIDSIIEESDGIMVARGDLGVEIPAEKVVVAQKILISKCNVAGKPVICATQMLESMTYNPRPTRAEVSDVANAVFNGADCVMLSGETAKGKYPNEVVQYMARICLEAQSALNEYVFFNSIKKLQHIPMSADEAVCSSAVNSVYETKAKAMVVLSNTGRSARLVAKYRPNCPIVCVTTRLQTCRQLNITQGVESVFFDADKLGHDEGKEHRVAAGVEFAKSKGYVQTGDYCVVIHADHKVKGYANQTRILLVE
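Purified LmPK (0.1 nM) with 0.5 mM PEP and 0.1 mM ADP in imidazole buffer pH 7.2 with MgCl2/KCl, 1 h at room temperature. ATP formed was read by luciferase luminescence and normalized to no-enzyme and uninhibited controls.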
AmpC no deterg – blocks E. coli AmpC beta-lactamase in detergent-free assay; P00811; AmpC nitrocefin hydrolysis, absorbance 480 nm, 0.0001% Triton; Potency, µM (doses to about 57.1 µM), for inactives: at the highest dose activity change, negative = inhibition, most hits filed as inhibitors; 0.52% of 330,000 active; AID 485341;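 note: potency is the fitted concentration of half-maximal effect; plate controls were no compound for no effect and no enzyme for full effect; nearly all actives have a fitted effect of over 20% in size; some results filed as inactive show a strong effect at the top dose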
Target sequence (P00811 whole entry, looked up): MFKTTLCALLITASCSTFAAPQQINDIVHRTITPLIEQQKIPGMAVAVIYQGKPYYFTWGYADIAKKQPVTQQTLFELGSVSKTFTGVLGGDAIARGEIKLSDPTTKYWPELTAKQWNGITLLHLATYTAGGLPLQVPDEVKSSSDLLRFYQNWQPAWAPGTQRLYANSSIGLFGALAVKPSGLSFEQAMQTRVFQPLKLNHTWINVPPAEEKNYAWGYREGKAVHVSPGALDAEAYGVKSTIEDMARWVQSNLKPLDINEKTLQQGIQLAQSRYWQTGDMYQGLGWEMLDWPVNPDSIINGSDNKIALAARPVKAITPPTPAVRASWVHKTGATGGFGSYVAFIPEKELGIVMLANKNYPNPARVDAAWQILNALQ
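20 mM phosphate pH 7.0 + 0.01% (detergent screen) or 0.0001% Triton X-100; 5.3 nM AmpC reagent; cpd preinc 15 min RT; nitrocefin (800 uM stock) to start; A480 q20 s × 4 min; Activity was normalised to no-enzyme and no-compound control wells.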
CHX counter – counter-screen hit for Shiga toxin inhibitors, cycloheximide. cell reporter, cycloheximide protein synthesis inhibition counterscreen. max response, %. 12% of 300,000 active. AID 2314; in the data active = max response mostly above about 13%, no sharp cut-off; inactive = mostly below about 14%; note: read at 38.3 µM for the half of the compounds with a filed dose; 0% is about no effect
Pf growth 96h – P. falciparum growth inhibition at 96 hour, primary screen for plastid delayed-death inhibitors; AID 504834; 6.9% of 320,000 active; P. falciparum luciferase reporter growth, 96 h; Potency, µM (doses to about 28.7 µM), inactives show at the highest dose activity change, negative = inhibition, hits mostly inhibitors; note: potency is the fitted concentration of half-maximal effect; % is set by controls: 0 for no effect and ±100 for the full control effect
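Plates of compound plus infected erythrocytes (2% hematocrit, 0.05% parasitemia final) incubate 96 hours, 37 C, 5% CO2. Detection reagent added; reduced luminescence from the parasites' luciferase reporter flags inhibition.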
Tb PYK inh – inhibitors of Trypanosoma brucei pyruvate kinase | Q57TT1 | TbPYK enzyme, Kinase-Glo Plus ATP luminescence, 45 min | Potency, µM (highest dose often 76.8 µM), inactives show top-dose activity, negative = inhibition, most hits filed as inhibitors | 0.12% of 410,000 active | AID 624173; note: potency is the fitted concentration of half-maximal effect; % is set by controls: 0 for no effect and ±100 for the full control effect; nearly all actives have a fitted effect of over 50% in size
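Screened from lowest to highest concentration, compounds were pinned into TbPYK/substrate mixtures, and ADP (130 uM final) was added. Plates sat at room temperature for 45 min prior to Kinase-Glo Plus detection by luminescence.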
Numbers without * were called inactive; [ ] = remark or other dose. Unless noted, calls come from the whole dose curve; as a rule, active = well fitted curve in the direction sought with a large enough effect; inconclusive = small, poorly fitted or top-dose-only effect, or another doubt; inactive = no such curve, though single readings can be large; an effect the other way counts as inactive or inconclusive.

`Cc1sc2ncnc(NCCCN3CCCC3=O)c2c1C` gave Pf growth 48h 19.4%, Shiga inhibitor 2.4, LmPK inhibitor 0.6%, AmpC no deterg -0.4%[11.4 µM], CHX counter 6.1, Pf growth 96h -11.2% and Tb PYK inh 1.7%.
For O=C(COc1cccc(C(F)(F)F)c1)NCC(c1cccs1)N1CCOCC1 (centres undefined) the results were Pf growth 48h 13.1µM*, AmpC no deterg 108.3%[activator], Pf growth 96h 14.7µM* and Tb PYK inh -4.0%.
COc1ccc(S(=O)(=O)NC2CCCCC2)c(C)c1C was read as Pf growth 48h -2.7%, Shiga inhibitor -8.3, LmPK inhibitor 1.5%, AmpC no deterg -23.1%, CHX counter -3.1, Pf growth 96h 80.8%[activator] and Tb PYK inh -4.6%.
COc1cccc(NC(=S)NCc2ccccn2)c1 was read as Pf growth 48h 102.4%[activator], Shiga inhibitor 60.7*, LmPK inhibitor 1.9%, AmpC no deterg -44.5%, CHX counter 72.3*, Pf growth 96h 6.5% and Tb PYK inh -18.3%.
For Cc1ccc(-n2c(SCC(=O)N3CCOCC3)nc(O)c(Cc3ccccc3)c2=O)cc1 the results were Pf growth 48h 5.6%, Shiga inhibitor 10.3, LmPK inhibitor -5.6%, AmpC no deterg -6.3%, CHX counter 8.2, Pf growth 96h inconclusive and Tb PYK inh 5.1%.
CCOCCCNC(=O)C1c2cc(OC)c(OC)cc2C(=O)N2CCCCC12 (centres undefined) was read as Pf growth 48h 0.7%, Shiga inhibitor -7.8, LmPK inhibitor -7.1%, AmpC no deterg -3.0%, CHX counter -0.7, Pf growth 96h inconclusive and Tb PYK inh 6.2%.
`Cn1c(=O)c2c(nc(Br)n2Cc2ccccc2Cl)n(C)c1=O` gave Pf growth 48h -0.3%, Shiga inhibitor -8.6, LmPK inhibitor -2.7%, AmpC no deterg -2.2%, CHX counter -0.6, Pf growth 96h inconclusive and Tb PYK inh 0.3%.
For COc1ccccc1C(CNC(=O)COc1cc(C)ccc1Cl)N1CCCC1 (centres undefined) the results were Pf growth 48h inconclusive, AmpC no deterg 47.5%, Pf growth 96h inconclusive and Tb PYK inh -2.8%.
Screening Cc1ccc(NC(=O)CSCC(=O)NC2=NCCS2)cc1 returned Pf growth 48h -6.8%, AmpC no deterg -7.5%, Pf growth 96h 2.9% and Tb PYK inh 5.1%.
For O=C(c1ccco1)N1C(=O)c2cccc3c(S(=O)(=O)N4CCCC4)ccc1c23 the results were Pf growth 48h 0.5%, Shiga inhibitor -7.2, LmPK inhibitor 3.2%, AmpC no deterg -9.7%, CHX counter 1.1 and Tb PYK inh 1.8%.
O=C(/C=C/c1ccc(F)cc1)c1cc(Br)ccc1O was read as Pf growth 48h 12.8%, Shiga inhibitor 77.4*, LmPK inhibitor 3.3%, AmpC no deterg -39.3%, CHX counter 15.0*, Pf growth 96h -1.2% and Tb PYK inh -3.1%.
O=C(Nc1nc2c(s1)CCc1ccccc1-2)c1cccs1 was read as Pf growth 48h inconclusive, Shiga inhibitor 93.8*, LmPK inhibitor 5.4%, AmpC no deterg -38.7%, CHX counter 41.2*, Pf growth 96h inconclusive and Tb PYK inh -27.4%.
For CN(C)CCCOC(=O)c1ccc(Cl)cc1Cl the results were Pf growth 48h 24.8%, Shiga inhibitor 24.6, LmPK inhibitor 1.8%, CHX counter 15.6, Pf growth 96h 53.3%[activator] and Tb PYK inh 0.7%.
Screening COc1ccc(C2CC(c3ccccc3)=NN2S(=O)(=O)c2ccccc2)cc1 (centres undefined) returned Pf growth 48h inconclusive, Shiga inhibitor 55.1*, LmPK inhibitor 9.6%, AmpC no deterg -21.1%, CHX counter 34.2*, Pf growth 96h inconclusive and Tb PYK inh -1.9%.
Nc1cc(=O)[nH]c(SCC(=O)N2CCCCC2)n1 was read as Pf growth 48h 12.1%, Shiga inhibitor 15.9, LmPK inhibitor -6.6%, AmpC no deterg -5.4%, CHX counter 4.6, Pf growth 96h -1.2% and Tb PYK inh -3.1%.
`Cc1nc2ccccc2c(=O)n1/N=C/c1ccccn1` gave Pf growth 48h 166.5%[activator], Shiga inhibitor 22.1, LmPK inhibitor -2.7%, AmpC no deterg -8.8%, CHX counter 27.8*, Pf growth 96h 111.3%[activator] and Tb PYK inh 0.5%.
Screening CCN(CC)C(=O)C1CCCN(C(=S)Nc2cccc3ccccc23)C1 (centres undefined) returned Pf growth 48h -2.8%, Shiga inhibitor -8.2, LmPK inhibitor -1.4%, AmpC no deterg -13.1%, CHX counter 1.1, Pf growth 96h 5.4% and Tb PYK inh -11.1%.
Screening COc1ccc(-n2c(O)c(/C=N/NS(=O)(=O)c3cccc([N+](=O)[O-])c3)c3ccccc3c2=O)cc1OC returned Pf growth 48h inconclusive, Shiga inhibitor -18.2, LmPK inhibitor 0.3%, AmpC no deterg -2.1%, CHX counter -0.8, Pf growth 96h inconclusive and Tb PYK inh -7.1%.
For COc1ccc(C(=O)CSc2nc(N)nc(SC)c2C#N)cc1 the results were Shiga inhibitor 5.3, LmPK inhibitor 0.2%, AmpC no deterg -11.2%, CHX counter 3.2, Pf growth 96h -23.3% and Tb PYK inh -7.8%.
Screening c1cncc(CNc2c3c(nc4nnnn24)CCCC3)c1 returned Pf growth 48h 11.9%, Shiga inhibitor -7.6, LmPK inhibitor 1.4%, AmpC no deterg 0.9%, CHX counter -0.2 and Tb PYK inh -4.1%.
For CCOC(=O)c1nnn(-c2nonc2N)c1CSc1ccc(C)cc1 the results were Pf growth 48h inconclusive, Shiga inhibitor -9.8, LmPK inhibitor 5.7%, AmpC no deterg 21.4%, CHX counter 6.5, Pf growth 96h -8.2% and Tb PYK inh -3.9%.
COc1cc2c(cc1OC)CN(Cc1cc(OC)c3c(c1)OCO3)CC2 was read as Pf growth 48h inconclusive, Shiga inhibitor 32.4, LmPK inhibitor -16.5%, AmpC no deterg 10.5%, CHX counter -3.2, Pf growth 96h inconclusive and Tb PYK inh 11.9%.
`CC1(C)CC(=O)C(CS(=O)(=O)c2ccccc2)=C(O)C1` gave Pf growth 48h inconclusive, Shiga inhibitor 19.7, LmPK inhibitor -2.7%, AmpC no deterg -15.5%, CHX counter -1.1, Pf growth 96h 15.2% and Tb PYK inh -28.1%.
`CC(=O)NC1(C(F)(F)F)C(=O)Nc2c1c(=O)[nH]c(=O)n2CC(C)C` (centres undefined) gave Pf growth 48h 11.4%, Shiga inhibitor -9.5, LmPK inhibitor 0.0%, AmpC no deterg -4.1%, CHX counter -4.6, Pf growth 96h inconclusive and Tb PYK inh 4.1%.
Screening Cc1nccn1CC(=O)N/N=C/c1cccs1 returned Pf growth 48h 13.9%, Shiga inhibitor 3.0, LmPK inhibitor -0.1%, AmpC no deterg -5.0%, CHX counter -1.6, Pf growth 96h 25.7% and Tb PYK inh 4.9%.
Screening O=C(O)Cc1ccc(NCc2ccccc2Cl)cc1 returned Pf growth 48h 68.5%[activator], Shiga inhibitor 75.0, LmPK inhibitor 1.4%, AmpC no deterg -17.5%, CHX counter 23.5, Pf growth 96h 23.3% and Tb PYK inh -3.6%.
For Cc1ccc(-c2cn3nc(-c4ccccc4)c(-c4ccccc4)nc3n2)cc1 the results were Pf growth 48h inconclusive, Shiga inhibitor 45.1, LmPK inhibitor 6.9%, AmpC no deterg -8.3%, CHX counter 15.5*, Pf growth 96h -17.6% and Tb PYK inh 1.7%.
For O=C(CSc1n[nH]c(-c2ccccn2)n1)Nc1cccc(Cl)c1 the results were Pf growth 48h inconclusive, Shiga inhibitor -10.9, LmPK inhibitor 2.4%, AmpC no deterg -54.5%, CHX counter -0.8, Pf growth 96h inconclusive and Tb PYK inh -1.5%.
CC1=NNC(=O)C1CCC(=O)N/N=C/c1ccccc1 (centres undefined) was read as Pf growth 48h 11.4%, Shiga inhibitor 1.8, LmPK inhibitor 3.7%, AmpC no deterg -13.9%, CHX counter -1.4, Pf growth 96h 29.5% and Tb PYK inh 4.7%.
COc1cccc(/C=C2\SC(=S)N(CCCC(=O)N3CCCC3)C2=O)c1 was read as Pf growth 48h 13.1µM*, Shiga inhibitor 2.4, LmPK inhibitor -0.8%, AmpC no deterg 87.3%[activator], CHX counter 3.2, Pf growth 96h 4.15µM* and Tb PYK inh 1.5%.
Cc1ccc(OCC(=O)Nc2ccc(NC(=O)c3cccs3)cc2)c(C)c1 was read as Pf growth 48h inconclusive, Shiga inhibitor 25.9, LmPK inhibitor 4.7%, AmpC no deterg -46.3%, CHX counter -4.6, Pf growth 96h inconclusive and Tb PYK inh 6.5%.
For COC(=O)c1ccc(OC)c(OC)c1Cl the results were Pf growth 48h -7.2%, Shiga inhibitor 17.9, LmPK inhibitor -7.8%, AmpC no deterg -15.1%, CHX counter 1.7, Pf growth 96h 69.1%[activator] and Tb PYK inh -1.5%.
Screening CC(=O)c1ccc(NC(=O)CN2C(=O)NC(C)(c3ccc4c(c3)OCCO4)C2=O)cc1 (centres undefined) returned Pf growth 48h 1.4%, AmpC no deterg -11.3%, Pf growth 96h -11.6% and Tb PYK inh 1.1%.
Screening N=C(N)c1ccc(O)cc1 returned Pf growth 48h 4.8%, Shiga inhibitor 19.0, LmPK inhibitor 1.9%, AmpC no deterg -8.1%, CHX counter -2.2, Pf growth 96h -0.3% and Tb PYK inh -1.0%.
Cc1cccc(NCC(=O)N/N=C\c2cccc(Oc3ccccc3)c2)c1 was read as Pf growth 48h -22.7%, Shiga inhibitor 15.6, LmPK inhibitor -2.0%, AmpC no deterg -55.7%, CHX counter 3.9, Pf growth 96h -8.3% and Tb PYK inh 1.6%.
CCn1cc(C(=O)N2CCCCC2)c2ccccc21 was read as Pf growth 48h 44.6%[activator], Shiga inhibitor -8.8, LmPK inhibitor 6.9%, AmpC no deterg -19.9%, CHX counter 4.8, Pf growth 96h 80.2%[activator] and Tb PYK inh -0.8%.

Random excerpt: four records from the list.
Screening COc1ccc(C2CC(c3ccccc3)=NN2S(=O)(=O)c2ccccc2)cc1 (centres undefined) returned Pf growth 48h inconclusive, Shiga inhibitor 55.1*, LmPK inhibitor 9.6%, AmpC no deterg -21.1%, CHX counter 34.2*, Pf growth 96h inconclusive and Tb PYK inh -1.9%.
For CCOC(=O)c1nnn(-c2nonc2N)c1CSc1ccc(C)cc1 the results were Pf growth 48h inconclusive, Shiga inhibitor -9.8, LmPK inhibitor 5.7%, AmpC no deterg 21.4%, CHX counter 6.5, Pf growth 96h -8.2% and Tb PYK inh -3.9%.
COc1cccc(/C=C2\SC(=S)N(CCCC(=O)N3CCCC3)C2=O)c1 was read as Pf growth 48h 13.1µM*, Shiga inhibitor 2.4, LmPK inhibitor -0.8%, AmpC no deterg 87.3%[activator], CHX counter 3.2, Pf growth 96h 4.15µM* and Tb PYK inh 1.5%.
For O=C(CSc1n[nH]c(-c2ccccn2)n1)Nc1cccc(Cl)c1 the results were Pf growth 48h inconclusive, Shiga inhibitor -10.9, LmPK inhibitor 2.4%, AmpC no deterg -54.5%, CHX counter -0.8, Pf growth 96h inconclusive and Tb PYK inh -1.5%.

Screening data: PubChem, National Center for Advancing Translational Sciences (NCATS)

The order is random (roughly 22% active in at least one column).
